HEK293 viab: GF-AFC viability counterscreen for inhibitors of alpha-synuclein gene (SNCA) expression. HEK-293-SNCA-luc viability, GF-AFC fluorescence, 24 h. Potency, µM (doses to about 57.1 µM), for the others: at the highest dose activity change, negative = cytotoxicity, usual class: cytotoxic. 150,000 compounds, 0.12% hits. AID 1671193, 2021;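 further: potency means the concentration at half of the fitted maximal effect; 0% = DMSO-treated cells and -100% = medium-only wells without cells; nearly all actives have a fitted effect of over 30% in size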
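Cytotoxicity counterscreen: after 24 h compound treatment of genome-edited SNCA-luciferase HEK-293 cells, live-cell protease substrate GF-AFC read by fluorescence after 30 min; activity scaled between DMSO (0%) and medium-only (-100%), curves Hill-fitted.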
IP6K1 inh: Primary qHTS assay for small molecule inhibitors of Inositol hexaphosphate kinase 1 (IP6K1); IP6K1 kinase, ADP-Glo luminescence, 2 h; stronger effect = lower value; activity change, % (series mostly up to about 58 µM); 140,000 compounds, 0.81% hits; AID 1645851, 2021; in the data active means activity change below about -25%
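ADP-Glo luminescence measures ADP made by human IP6K1 during a 2 h RT reaction with ATP/IP6 (mix at 1.3 mM/130 uM); top library doses 57.5 and 19.1 uM final.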
GPT2 inhibitor: Primary qHTS assay for inhibitors of Glutamate pyruvate transaminase 2 (GPT2); Alanine aminotransferase 2 (Homo sapiens), Q8TD30; Recombinant GPT2, coupled pyruvate oxidase/HRP Amplex Red fluorescence; 100,000 compounds, 0.25% hits; Potency, µM (titrated, usually from 57.7 µM), inactives show top-dose activity change, negative = inhibition, most hits filed as inhibitors; further: potency means the concentration at half of the fitted maximal effect; nearly all actives have a fitted effect of over 60% in size; many of its hits are not listed in these tables
Target sequence (Q8TD30 whole entry, looked up): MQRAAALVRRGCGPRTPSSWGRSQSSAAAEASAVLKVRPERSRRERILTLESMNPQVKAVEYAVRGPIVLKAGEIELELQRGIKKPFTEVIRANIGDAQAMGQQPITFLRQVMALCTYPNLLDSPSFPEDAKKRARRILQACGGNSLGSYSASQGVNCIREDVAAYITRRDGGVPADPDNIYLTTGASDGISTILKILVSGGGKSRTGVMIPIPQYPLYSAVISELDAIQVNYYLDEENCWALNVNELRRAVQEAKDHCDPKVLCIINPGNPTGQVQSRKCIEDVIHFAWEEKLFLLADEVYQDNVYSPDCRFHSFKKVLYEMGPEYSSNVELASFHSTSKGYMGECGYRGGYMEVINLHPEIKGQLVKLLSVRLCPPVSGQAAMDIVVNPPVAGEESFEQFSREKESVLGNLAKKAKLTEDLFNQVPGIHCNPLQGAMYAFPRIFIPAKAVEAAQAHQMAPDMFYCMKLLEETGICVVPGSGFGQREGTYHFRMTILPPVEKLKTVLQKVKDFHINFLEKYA
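Recombinant GPT2 (10ng/uL) with 250uM a-KG and 2mM L-alanine, 30 min at room temperature, in HEPES pH 7.5 buffer. Pyruvate detected by pyruvate oxidase/HRP/Amplex Red fluorescence after 30 min in the dark; AOA (50uM) as positive control.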
SNCA expr inhib: Primary qHTS assay for inhibitors of alpha-synuclein gene (SNCA) expression | 140,000 compounds, 0.17% hits | Potency, µM (titrated, usually from 57.2 µM), inactives show top-dose activity change, negative = inhibition, actives largely listed as inhibitors | HEK-293 SNCA-luciferase knock-in, luminescence, 24 h;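 further: potency means the concentration at half of the fitted maximal effect; plate controls were DMSO cells for no effect and cell-free wells for full effect; nearly all actives have a fitted effect of over 45% in size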
HEK293 tox: Cytotoxic Profiling in HEK 293 Cell Line of Diverse Libraries Using Quantitative High-Throughput Screening. HEK 293 viability, ATP luminescence (CellTiter-Glo), 48-72 h. 94,000 compounds, 6.6% hits. Potency, µM (top dose mostly 115 µM), without a hit: top-dose activity change, negative = cytotoxicity, hits mostly inhibitors; further: potency means the concentration at half of the fitted maximal effect; nearly all actives have a fitted effect of over 60% in size
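HEK 293 seeded at 250 cells/well receive compound via pintool. After 48 or 72 hr at 37 degree Celsius, 5% CO2 and 95% humidity, CellTiter-Glo is dispensed and luminescence read following 10 min at room temperature.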
NIH3T3 tox: Cytotoxic Profiling in NIH 3T3 Cell Line of Diverse Libraries Using Quantitative High-Throughput Screening; Potency, µM (top dose mostly 96.7 µM), for inactives: at the top dose activity change, negative = cytotoxicity, hits mostly inhibitors; 94,000 compounds, 4.3% hits; NIH 3T3 viability, CellTiter-Glo ATP luminescence, 48-72 h; further: potency means the concentration at half of the fitted maximal effect; nearly all actives have a fitted effect of over 55% in size
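Mouse fibroblast NIH 3T3 cells, 400 per well, received compound via pintool and were incubated for 48 or 72 hr prior to CellTiter-Glo ATP luminescence measurement.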
Luciferase inh: Firefly luciferase inhibition profiling of diverse chemical library using quantitative high-throughput screening; Potency, µM (doses to about 115 µM), without a hit: at the top dose activity change, negative = inhibition, actives largely listed as inhibitors; purified P. pyralis luciferase, luminescence, biochemical; 76,000 compounds, 2.5% hits; further: potency means the concentration at half of the fitted maximal effect; nearly all actives have a fitted effect of over 65% in size
Target sequence (P08659 whole entry, looked up): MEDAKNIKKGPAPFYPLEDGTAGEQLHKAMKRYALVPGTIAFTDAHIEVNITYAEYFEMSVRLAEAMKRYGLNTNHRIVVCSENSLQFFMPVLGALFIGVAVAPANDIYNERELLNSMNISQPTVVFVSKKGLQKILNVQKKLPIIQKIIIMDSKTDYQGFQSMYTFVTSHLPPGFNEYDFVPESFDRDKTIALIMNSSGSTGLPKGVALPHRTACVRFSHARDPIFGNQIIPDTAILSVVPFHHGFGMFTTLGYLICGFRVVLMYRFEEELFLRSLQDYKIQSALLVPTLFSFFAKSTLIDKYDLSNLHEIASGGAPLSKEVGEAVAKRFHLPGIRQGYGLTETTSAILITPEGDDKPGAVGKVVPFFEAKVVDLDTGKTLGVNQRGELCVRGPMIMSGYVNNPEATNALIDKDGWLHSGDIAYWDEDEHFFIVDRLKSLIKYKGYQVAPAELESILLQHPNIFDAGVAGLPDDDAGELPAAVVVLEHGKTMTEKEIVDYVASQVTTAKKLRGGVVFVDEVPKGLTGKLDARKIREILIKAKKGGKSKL
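Purified P. pyralis luciferase (10nM final) in 50mM Tris acetate pH 7.5, 10mM Mg acetate, 0.01% Tween-20, 0.05% BSA with 10uM D-luciferin and 10uM ATP. Compounds titrated qHTS. Luminescence imaged on CCD.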
* marks the source's active call; other numbers are inactive results; i = inactive; ? = inconclusive; . = no result given; [ ] = another dose, or the depositor's remark. Unless noted, the call rests on the fitted dose curve; in most records, active means well fitted curve in the direction sought with a large enough effect; inconclusive means small, poorly fitted or top-dose-only effect, or another doubt; inactive means no such curve, though single readings can be large; an effect the other way counts as inactive or inconclusive. Unless noted, on the % scale 0 is the no-effect control and ±100 the full control effect. A portion of the library (hit frequency here may not be typical).

SMILES	HEK293 viab	IP6K1 inh	GPT2 inhibitor	SNCA expr inhib	HEK293 tox	NIH3T3 tox	Luciferase inh
CN1c2cc(C(=O)Nc3ccc(Br)cc3)ccc2C(=O)N2CCCCC21 (centres undefined)	6%[12.5 µM]	15	i	100%[activator]	?	?	32µM*
COc1ccc(-n2nc3n(c2=O)CCN(Cc2ccc(C#N)cc2)C3)cc1	-5%	-2	0%	-18%	-20%	-22%	.
CC(C)C1CNC(Cc2ccccc2)CN1C(=O)OC(C)(C)C (centres undefined)	-9%[87.6 µM]	-15	2%[88.5 µM]	-17%[87.6 µM]	?	-15%[138 µM]	.
CC(C)c1ccccc1Cc1cc(C(=O)Nc2ccc(S(=O)(=O)c3ccccc3C(C)(C)C)cc2)c(O)c(O)c1O	4%	.	27µM*	-13%	.	.	.
Cn1cnc(S(=O)(=O)N2CCC(C(=O)Nc3ccc(Cl)c(C(F)(F)F)c3)CC2)c1	0%	3	.	-36%	.	.	.
Cc1cc(C)n(-c2nc3ccccc3nc2Nc2ccc(Cl)c(Cl)c2)n1	20%	-10	.	13%	.	.	.
O=C(NCc1ccccc1)c1ccc2oc(-c3ccncc3)nc2c1	4%	24	-20%	21%	-4%	-24%	.
COCc1nc(N2CCN(c3ccc(OC)cc3)CC2)ncc1C(=O)O	?	4	?	124%[activator]	12%	i	-11%
COc1ccccc1CCC(=O)N1CCC2(CC1)N(c1ccccc1)C(=O)CS2(=O)=O	-5%	-3	i	10%	i	-3%	-1%
Cc1ccccc1Cn1c(CN2CCC(C(=O)NCc3ccc(Cl)cc3)CC2)cc2ccccc21	13%	42	.	-10%	.	.	.
CCCCn1c(=O)c(C(=O)NCCSC)nc2cccnc21	-23%[87.6 µM]	10	i	4%[87.6 µM]	-4%[172 µM]	-23%[138 µM]	.
CCOC(=O)c1ccc(NC(=O)CCCn2nc(C)c3sc4ccccc4c3c2=O)cc1	-3%	0	.	-13%	.	.	.
COc1ccc(OC)c(NC(=O)Cn2cnc3onc(-c4ccc(Cl)cc4)c3c2=O)c1	-15%	-8	.	2%	.	.	.
NC(=O)c1cc[n+](CC2=C(C(=O)O)N3C(=O)[C@@H](NC(=O)[C@@H](c4ccccc4)S(=O)(=O)[O-])[C@H]3SC2)cc1	2%	.	i	-4%	.	.	.
O=C(C1CCN([S+](=O)([O-])c2cccs2)CC1)N1CCCC1c1nc2ccncc2[nH]1 (centres undefined)	10%	0	1%	-8%	i	2%	.
COCCN1CCC(N2CCN(C(=O)C3CC3)CC2)C1=O (centres undefined)	0%	1	-5%	28%	i	i	4%
CN1C(=O)[C@@H]2C[C@@H](CN2Cc2ccnc3ccccc23)Oc2ccccc21	-14%[87.6 µM]	8	i	4%[87.6 µM]	?	89µM*	-7%[172 µM]
Cc1ccc(NC(=O)c2ccc(-c3ccccc3)s2)cc1	6%	4	.	170%[activator]	.	.	.
COc1cccc(C2CC(=O)Nc3c2c(=O)n(C)c2nc4ccccc4n32)c1OC (centres undefined)	5%	20	.	-23%	.	.	.
CCNC(=O)N1CCC(c2noc(-c3ccncc3)n2)C1 (centres undefined)	-6%	3	-5%	?	16%	i	0%

Just SNCA expr inhib, IP6K1 inh and HEK293 tox (3 entries from above):
mol	SNCA expr inhib	IP6K1 inh	HEK293 tox
Cc1ccc(NC(=O)c2ccc(-c3ccccc3)s2)cc1	170%[activator]	4	.
COc1cccc(C2CC(=O)Nc3c2c(=O)n(C)c2nc4ccccc4n32)c1OC (centres undefined)	-23%	20	.
CCNC(=O)N1CCC(c2noc(-c3ccncc3)n2)C1 (centres undefined)	?	3	16%

Following part.
SMILES	HEK293 viab	IP6K1 inh	GPT2 inhibitor	SNCA expr inhib	HEK293 tox	NIH3T3 tox	Luciferase inh
O=C(O)C1(Oc2ccc3ncccc3c2)CCN(c2cnccn2)CC1	-1%	-6	i	8%	i	i	-3%
COc1ccc(S(=O)(=O)NC[C@H]2COCc3nc4cc(C)ccc4n32)cc1	-30%[87.6 µM]	-1	i	-16%[87.6 µM]	?	?	-11%[172 µM]
CC(C)C[C@@H]1N[C@H](C(=O)NCC2CC2)Cc2cn(Cc3cccnc3)c3cccc1c23	?	1	1%[88.5 µM]	?	?	?	-23%[172 µM]
O=C(NC1CCCCC1)C1CCN(C(=O)c2ccc(-c3cncnc3)cc2)CC1	11%	10	i	4%	-4%	-32%	.
CCNC(=O)[C@@H]1C[C@H](NC(=O)c2ccc(CC)s2)CN1C1CCOCC1	-14%	3	-23%	9%	-15%	-8%	-2%
O=C(c1ccn[nH]1)N1C[C@@H](COc2cccnc2)[C@H](c2ccncc2)C1	5%	-3	i	5%	0%	-5%	-12%
CCOc1cc(=O)n2c(c1C(=O)NCc1cc(OC)ccc1OC)CCCC2	4%	15	i	-5%	-3%	-6%	-2%
COc1ccc(NC(=O)CCc2nnc3n(Cc4ccccc4Cl)c(=O)c4ccccc4n23)cc1	-11%	-10	.	-16%	.	.	.
O=C([C@@H]1C[C@H](F)CN1C(=O)c1ccc(C(F)(F)F)cc1)N1CCCCC1	-19%	0	i	6%	5%	i	2%
O=C1N(Cc2cccc(F)c2F)CCCC1(O)CNCc1ccccc1 (centres undefined)	1%	5	i	-11%	-13%	?	9%
N#Cc1ccc(C(=O)N2C[C@@H](Oc3ccccc3)C[C@H]2C(=O)NC2CC2)cc1	-18%	0	i	-17%	-1%	1%	2%
O=C(Nc1ccc(Oc2ccccc2)cc1)N[C@H]1CO[C@H]2[C@@H]1OC[C@@H]2n1nnnc1Oc1ccc(-n2cncn2)cc1	-5%	-8	0%	?	25µM*	?	-17%
Cc1noc(C)c1CC(=O)N1CCC(Cc2noc(-c3ccccc3)n2)C1 (centres undefined)	?	-5	i	-27%	?	-25%	1%
COc1ccc(OC)c(NC(=O)c2c(NCc3sccc3C)sc3c2CCCCC3)c1	-24%	-12	.	-27%	.	.	.
COCCn1ncc(N2CCC(C(=O)NCc3ccc(OC)c(OC)c3)C2)cc1=O (centres undefined)	3%	0	i	16%	i	-8%	7%
CCOc1cc(-c2nc(C3CC(=O)N(c4ccc(Cl)cc4)C3)no2)cc(OCC)c1OCC (centres undefined)	1%	-5	i	-16%	-8%	-9%	4%
CCOC(=O)c1ccc(NC(=O)COC(=O)c2cn(CC)c3nc(C)ccc3c2=O)cc1	-1%	3	.	19%	.	.	.
Cn1cnnc1CC1CCCN(S(=O)(=O)c2ccc3c(c2)C(C)(C)C(=O)N3)C1 (centres undefined)	10%	17	i	-20%	i	-4%	-9%
CC(C)n1cnc2c(NCCCCCCNC(=O)OC(C)(C)C)nc(NCCO)nc21	-8%	.	i	-4%	.	.	.
COC(=O)C(CCSC)NC(=O)c1c(C)oc2ncn(CC(C)C)c(=O)c12 (centres undefined)	2%	8	.	-5%	.	.	.
CS(=O)(=O)N1CCc2ccc(C(=O)Nc3ccc(Oc4ccccc4)cc3)cc21	?	-14	-4%	-25%	?	-21%	8%
CCOc1cc(=O)n2c(c1C(=O)NCc1cccc(F)c1)CCCCC2	-1%	7	-2%	-2%	-27%	i	1%
CCn1cc(S(=O)(=O)N2CCC(c3noc(COC)n3)C2)cn1 (centres undefined)	1%	-5	-6%	5%	3%	-3%	5%
Cn1cc(CC(=O)N2CCCc3ncc(C(=O)NCCc4ccccc4)cc32)c2ccccc21	-20%	12	?	-22%	?	?	9%
Cc1nnc([C@@H]2CC(F)(F)CN2S(=O)(=O)c2cccnc2)o1	0%	-1	i	3%	5%	-1%	5%
OC1(CN2CCC(CCn3cccn3)CC2)CCNC1 (centres undefined)	2%	10	?	2%	i	i	1%
Cc1ncsc1C1N(C2CCN(C(=O)c3ccncc3)CC2)C(=O)C12CCCC2 (centres undefined)	-2%[12.5 µM]	-2	i	33%[activator]	i	-7%	6%
Cc1cc(=O)n(CC(=O)Nc2ccc(F)c(Cl)c2)c(N2CCOCC2)n1	-17%	14	-20%	-11%	?	-15%	4%
S=C(NC1CCCCC1)N[C@H]1CO[C@H]2[C@@H]1OC[C@@H]2n1nnnc1Oc1ccc(-n2ccnc2)cc1	-3%	6	-3%	-8%	?	?	-3%
COc1ccc(C(=O)N2CCC3(CC(C(C)C)=NO3)C2)cc1 (centres undefined)	-21%	4	i	-11%	1%	0%	.
COC(=O)CNC(=O)c1nc(-c2cccc(C(F)(F)F)c2)c2ccccn12	6%	11	?	1%	?	?	-9%
CN1C(=O)CC[C@]2(C(=O)N3CCCCCC3)CCCC[C@@H]12	-19%	11	i	1%	-23%	-29%	-5%
COCC(=O)NC1CCCN(c2ccc3nnc(-c4ccccc4)n3n2)C1 (centres undefined)	.	1	.	.	?	?	.
Cc1cccc(-c2noc([C@@H]3Cc4nc[nH]c4CN3C(=O)c3ccccc3C(=O)O)n2)c1	-1%[87.6 µM]	-15	-14%[88.5 µM]	-8%[87.6 µM]	-15%[172 µM]	-5%[174 µM]	?
COc1ccc(C(=O)N[C@@H]2CCC[C@@H]2C(=O)NCc2cc(OC)cc(OC)c2)cc1	-24%	9	i	40%[activator]	i	1%	0%
Cn1ncc2c(C(=O)NCC#N)cc(-c3ccccc3F)nc21	.	14	.	.	?	?	.
CCN(CC)CCOCCOC(=O)C1(c2ccccc2)CCCC1	-12%	1	-19%	16%	.	.	.
O[C@@H]1C[C@@H](c2nc(-c3ccncc3)no2)N(Cc2cccs2)C1	-2%[87.6 µM]	-6	-5%[88.5 µM]	63%[activator][87.6 µM]	2%[172 µM]	-3%[174 µM]	?
O=C(c1ccc2c(c1)OCO2)N1C[C@@H](CO)[C@H](c2nc(C3CC3)no2)C1	-9%	-15	3%	-12%	-11%	-29%	-12%

Looked up one by one from the entries so far:
SMILES	HEK293 viab	IP6K1 inh	GPT2 inhibitor	SNCA expr inhib	HEK293 tox	NIH3T3 tox	Luciferase inh
S=C(NC1CCCCC1)N[C@H]1CO[C@H]2[C@@H]1OC[C@@H]2n1nnnc1Oc1ccc(-n2ccnc2)cc1	-3%	6	-3%	-8%	?	?	-3%
Cc1nnc([C@@H]2CC(F)(F)CN2S(=O)(=O)c2cccnc2)o1	0%	-1	i	3%	5%	-1%	5%
CN1C(=O)CC[C@]2(C(=O)N3CCCCCC3)CCCC[C@@H]12	-19%	11	i	1%	-23%	-29%	-5%

Screens: PubChem BioAssay, National Center for Advancing Translational Sciences (NCATS)
